GLD-1 TGE inh: GLD-1-TGE RNA interaction inhibition (C. elegans). purified GLD-1 + fluorescein TGE RNA, fluorescence polarization. Q17339. inhibition, % at 5.96 µM. actives 0.44% (n = 320,000);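 active means percent inhibition above a per-plate cutoff, the plate mean of test compounds plus 3 SD, cut at about 30% in these data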;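 further: 0% = DMSO wells with GLD-1 and probe and 100% = wells lacking GLD-1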
pPAFAH inh: inhibitors of human plasma PAF acetylhydrolase (pPAFAH); inhibition, % at 3.39 µM; actives 1.5% (n = 330,000); recombinant pPAFAH, FP-rhodamine probe fluorescence polarization; Q13093;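 active means inhibition above the mean inhibition across the screen plus 3 SD, cut at about 25% in these data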;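 further: inhibitors block binding of the rhodamine activity-based probe so polarization drops; 0% = enzyme with DMSO and 100% = wells lacking pPAFAH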
PME-1 primary: PME-1 (human) inhibition; Q9Y570; recombinant PME-1, FP-Rh probe fluorescence polarization; inhibition, % at 5.9 µM; actives 0.53% (n = 320,000); AID 2130;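 active means inhibition above the campaign mean of all compounds plus 3 SD, cut at about 26% in these data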;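 further: competitive labeling of PME-1 active site by serine hydrolase directed probe; 0% = PME-1 with DMSO and 100% = wells lacking PME-1 enzyme; inhibitors block probe labeling so polarization falls and inhibition rises; many of its hits are not listed in these tables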
Target sequence (Q9Y570 whole entry, looked up): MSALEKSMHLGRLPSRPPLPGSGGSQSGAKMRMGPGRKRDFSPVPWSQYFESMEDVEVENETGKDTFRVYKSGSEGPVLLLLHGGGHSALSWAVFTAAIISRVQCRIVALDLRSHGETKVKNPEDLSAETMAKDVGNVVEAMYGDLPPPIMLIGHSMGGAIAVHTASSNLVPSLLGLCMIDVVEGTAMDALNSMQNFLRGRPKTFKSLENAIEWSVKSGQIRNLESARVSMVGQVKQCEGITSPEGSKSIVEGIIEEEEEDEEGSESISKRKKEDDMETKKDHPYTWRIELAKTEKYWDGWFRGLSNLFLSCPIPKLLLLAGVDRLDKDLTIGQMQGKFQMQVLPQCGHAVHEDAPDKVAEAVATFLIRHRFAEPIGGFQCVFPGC
PAFAH1B2 inh: PAFAH1B2 (human) inhibition; P68402; recombinant PAFAH1B2, FP-rhodamine activity probe, fluorescence polarization; inhibition, % at 3.39 µM; actives 1.2% (n = 340,000);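 active means inhibition above the mean of all tested compounds plus 3 SD, cut at about 24% in these data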;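 further: 0% = enzyme with DMSO and 100% = wells lacking PAFAH1B2; many of its hits are not listed in these tables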
Target sequence (P68402 whole entry, looked up): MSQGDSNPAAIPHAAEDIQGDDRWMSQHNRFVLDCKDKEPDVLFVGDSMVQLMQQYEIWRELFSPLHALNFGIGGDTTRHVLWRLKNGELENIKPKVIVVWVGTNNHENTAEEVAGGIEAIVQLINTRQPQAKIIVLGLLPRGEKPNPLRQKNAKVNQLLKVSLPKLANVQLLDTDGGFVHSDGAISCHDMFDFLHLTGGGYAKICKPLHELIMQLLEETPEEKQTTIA
BCLXL inh: inhibitors of human Bcl-xL; Q07817; inhibition, % at 10.9 µM; GST-Bcl-xL / FITC-Bim BH3 peptide fluorescence polarization; actives 0.7% (n = 320,000);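 active means inhibition above the mean of all tested compounds plus 3 SD, cutoff set per campaign, cut at about 30% in these data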;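 further: 0% = DMSO wells and 100% = unlabeled Bim-BH3 peptide competitor; inhibitors lower millipolarization by displacing the labeled peptide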
Target sequence (Q07817 whole entry, looked up): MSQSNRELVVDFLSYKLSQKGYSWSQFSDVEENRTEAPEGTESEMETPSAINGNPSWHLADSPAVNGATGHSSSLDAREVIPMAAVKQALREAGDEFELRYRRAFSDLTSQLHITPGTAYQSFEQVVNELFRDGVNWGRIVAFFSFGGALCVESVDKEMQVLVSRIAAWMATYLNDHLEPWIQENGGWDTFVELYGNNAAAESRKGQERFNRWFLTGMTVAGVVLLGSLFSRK
AHR act: activators of human aryl hydrocarbon receptor; P35869; AHR-responsive luciferase reporter cells, luminescence; activation, % at 5 µM; actives 2.5% (n = 320,000); in the data active means activation above about 47%;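 further: 0% = vehicle wells and 100% = reference agonist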
MCL1 BIM primary: inhibitors of human MCL1 binding to BIM-BH3 peptide; GST-MCL1 / FITC-Bim-BH3 fluorescence polarization; inhibition, % at 10.9 µM; actives 0.68% (n = 320,000);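 active means inhibition above the mean inhibition of all tested compounds plus 3 SD, set per campaign, cut at about 40% in these data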;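 further: 0% = DMSO wells and 100% = unlabeled Bim-BH3 peptide control; higher means more loss of mP so more displacement of Bim peptide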
Fam108B counter: Fam108B inhibition, counter-screen for RBBP9 inhibitors; inhibition, % at 9.51 µM; AID 1947; recombinant Fam108B, FP-Rh probe fluorescence polarization; actives 0.33% (n = 300,000);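 active means inhibition above the screen mean inhibition plus 3 SD, computed separately per campaign, cut at about 18% in these data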;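 further: inhibitors lower polarization as less probe binds the enzyme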
MEX-5 binding: C. elegans MEX-5 TCR-2 RNA binding activity. Q9XUB2. activity score (negative = inhibition of binding), % at 10 µM. actives 0.38% (n = 300,000). MEX-5/FITC-TCR2 RNA binding, fluorescence polarization; hits give low values;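 active means inhibition past about -25% in most replicates, and total fluorescence under double the plate's negative control median, limit read from the data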;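 further: 0% = DMSO and -100% = 5 µM competing unlabeled TCR2 RNA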
Numbers without * were called inactive; . = not tested or not shown.

Results follow in this order: GLD-1 TGE inh, pPAFAH inh, PME-1 primary, PAFAH1B2 inh, BCLXL inh, AHR act, MCL1 BIM primary, Fam108B counter, MEX-5 binding
- Cc1cc(CNC(=O)CC2C(=O)NCCN2Cc2ccccc2C(F)(F)F)on1 (stereo not given)
 : 10, 4, 2, 1, 21, 0, 12, 0, -3.1
- Cc1ccc(NNC(=O)c2c(F)cccc2Cl)cc1Cl
 : 0, 5, 2, 9, 4, -2, 3, -2, 2.4
- O=C(Nc1cccc(S(=O)(=O)N2CCCCCC2)c1)c1ccc2c(c1)OCO2
 : -3, 1, -6, 0, 6, 82*, 11, -7, 2.7
- Cc1noc(C)c1CSCC(=O)Oc1ccc(N(C)S(=O)(=O)c2ccc(Cl)cc2)cc1
 : 1, 0, 1, 9, -12, 1, -11, 1, -2.7
- COc1ccc(S(=O)(=O)N2CCCCCC2)cc1C(=O)N(C)CC(=O)Nc1ccccc1C(F)(F)F
 : 2, 1, 4, 2, 5, 0, 8, ., .
- CCn1cc(C(=O)O)c(=O)c2cnc(N3CCN(C(=S)NC(=O)c4ccc(Br)cc4)CC3)nc21
 : 8, 1, -7, ., 0, 0, 2, -1, -2.0
- Cc1onc(-c2c(F)cccc2Cl)c1C(=O)ONC(=O)c1ccco1
 : 15, 6, 3, 3, 13, -2, 12, 0, -2.3
- COc1ccc(C(=O)N/N=C/c2ccc(OC)c(OS(=O)(=O)c3ccccc3)c2)cc1
 : 4, -3, -26, -2, 3, 13, 2, -20, 0.8
- CCN(CC)CCn1c(=S)[nH]c2ccc(Cl)cc2c1=O
 : -5, 7, 0, 8, 6, 11, 10, -5, 1.3
- O=C(CSc1ccc(-c2nc3ccccc3[nH]2)cn1)Nc1ccc2c(c1)OCCO2
 : -1, 1, -9, -2, 0, 5, -1, -14, -1.2
- O=C(CSc1nnc(CCc2ccccc2)n1-c1ccc(Cl)cc1)c1ccccc1
 : 5, 18, 6, 0, -10, 2, -21, 6, -1.5
- COc1ccc(OC)c(/C=C2\SC(=S)N(N3CCOCC3)C2=O)c1
 : -4, 10, 1, 1, 6, 0, 7, 1, 1.8
- S=c1[nH]nc(-c2ccccc2)n1/N=C/C=C/c1ccco1
 : 8, 31*, 9, 1, 9, 11, 35, 7, -2.9
- NC(=O)SCC(=O)Nc1ccc(Cl)c(Cl)c1
 : 4, 6, -3, 5, 3, 7, 27, 3, .
- CN1CCN(/C=N/c2c(C#N)cnn2Cc2ccccc2)CC1
 : 5, 3, 1, 3, 0, 0, 2, -3, 0.6
- COc1ccccc1-n1c(-c2ccc(F)cc2)coc1=O
 : -3, 5, 4, 8, -1, 2, -2, 3, -1.9
- Cc1cc(C)c(C)c(S(=O)(=O)NCCCn2ccnc2)c1C
 : 6, 2, 3, 4, 1, 11, 4, 2, 1.7
- CC(C)Cn1c(CN2C(=O)c3ccccc3C2=O)nc2ccccc2c1=O
 : 2, 9, 1, -2, 4, 0, -3, 2, 1.8
- CC(=O)c1ccc(NC(=O)C2(c3ccccc3)CC2(Cl)Cl)cc1 (stereo not given)
 : 6, 3, -19, 6, 1, 2, 4, -2, .
- COc1ccc(/C=C/C(=O)OCC(=O)c2ccc3c(c2)NC(=O)CO3)cc1
 : 1, 2, 0, 3, -8, -1, -8, -9, 0.6
- CC(C)(O)c1ccccc1CC[C@@H](SCC1(CC(=O)O)CC1)c1cccc(/C=C/c2ccc3ccc(Cl)cc3n2)c1
 : 6, 3, -48, -16, 2, 15, 6, -27, -0.4
- O=[N+]([O-])c1ccc(OCC(O)CNC2CCCC2)cc1 (stereo not given)
 : 5, -1, -7, 5, -1, 2, -6, 0, -1.7
- c1ccc2oc(Cc3ccc(Cc4nc5ccccc5o4)cc3)nc2c1
 : -1, -6, -9, 3, 7, 4, 12, -1, -2.2
- COc1cccc(CNC(=O)CSc2nnc3c(n2)[nH]c2ccccc23)c1
 : -1, -1, -9, 5, 5, 5, 1, 1, 1.4
- CCCCn1nnnc1SCC(=O)Nc1cccc(C)n1
 : -1, 4, 2, 5, 5, 12, 1, 0, 3.1
- CSCc1nnc(NC(=O)c2ccc(S(=O)(=O)N3CCCCC3C)cc2)o1 (stereo not given)
 : 0, 2, -3, 8, 1, 0, 7, -3, -2.9
- O=C(O)CCS(=O)(=O)c1cc(Br)cc2c1N(C(=O)C1CC1)CC2
 : 8, 6, 3, 3, 7, 1, 8, -1, -3.2
- Cn1c2c(c3ccccc31)CC/C2=N\O
 : 6, 7, 3, 5, 6, 23, 9, 3, -2.5
- CCn1c(C)cc(C(=O)COC(=O)c2cccnc2SC)c1C
 : 6, -7, ., 2, ., 0, ., ., .
- Cn1ccnc1C(O)c1ccc(OCc2ccccc2)cc1 (stereo not given)
 : 8, 5, -1, -2, 7, 3, 9, 0, 1.8
- Cc1cccc(C)c1NC(=O)COC(=O)COc1ccc2c(C)cc(=O)oc2c1
 : 12, -8, 1, 1, 6, 3, -1, 5, -1.0
- O=c1sc2ccccc2n1CCCOc1ccccc1
 : 1, 2, -2, 9, -2, 18, -3, -2, -0.3
- CCCn1c2ccccc2c2cnn(CC(=O)NCCCN3C(C)CCCC3C)c(=O)c21 (stereo not given)
 : -10, 0, -1, 5, 5, 1, 6, 3, -1.4
- O=C(Nc1ccc(N2CCOCC2)cc1)C1CCN(S(=O)(=O)Cc2ccccc2)CC1
 : 11, -2, 1, -2, 3, 22, 4, 1, 3.6
- CCCc1cc(C(=O)Nc2cccc(C(C)=O)c2)no1
 : -3, -4, -2, 2, -1, 6, 1, -1, 1.7
- COC(=O)c1sc2nc(N)c(C#N)cc2c1N
 : 3, 4, -6, -2, 6, 8, 3, -6, -6.4
- Cc1cc(C)cc(NC(=O)c2c(C)nc3ccccn23)c1
 : 3, 2, -4, 3, 1, 12, -1, -2, 0.1
- CCNC(=S)N(Cc1cc2cc(C)ccc2[nH]c1=O)C1CCCC1
 : -4, 1, -4, -4, 2, 7, 1, -4, -1.0
- COc1ccc(Cl)cc1CN1C(=O)NC2(CCCCCC2)C1=O
 : 5, -4, 6, -4, -7, 4, -16, -4, 2.4
- CCN(CC)CCCNC(=O)c1csc(Nc2cccc3ccccc23)n1
 : -12, 2, -2, 4, -3, 23, -7, 1, -4.3
- Cc1cc(C(=O)c2cnc(/N=C/N(C)C)s2)cc(C)c1O
 : -3, -5, 8, -1, 0, 10, 3, 0, 3.3
- CC(C)(C)Nc1c(-c2ccc(O)cc2)nc2ccc(Cl)cn12
 : -1, 3, 3, 3, 5, 1, 2, 0, -1.0
- CCOC(=O)Cn1c(CCC(=O)O)ccc1-c1ccc(F)cc1
 : 2, 8, 6, -5, 8, 1, 8, -3, 0.4
- CSc1nc2ccccc2n1CC(=O)Nc1cc(C(F)(F)F)ccc1N1CCOCC1
 : -3, 4, 0, -2, 4, 0, 2, 0, 2.0
- Cc1ccc2c(CSc3nnc4ccccn34)cc(=O)oc2c1C
 : -3, 4, -3, 1, 2, 10, -6, 4, -1.4

3 compounds from above, arranged by their value in BCLXL inh, smallest number first:
SMILES,GLD-1 TGE inh,pPAFAH inh,PME-1 primary,PAFAH1B2 inh,BCLXL inh,AHR act,MCL1 BIM primary,MEX-5 binding
COc1ccc(Cl)cc1CN1C(=O)NC2(CCCCCC2)C1=O,5,-4,6,-4,-7,4,-16,2.4
CCN(CC)CCCNC(=O)c1csc(Nc2cccc3ccccc23)n1,-12,2,-2,4,-3,23,-7,-4.3
CSc1nc2ccccc2n1CC(=O)Nc1cc(C(F)(F)F)ccc1N1CCOCC1,-3,4,0,-2,4,0,2,2.0

Entries shown so far with a COOH group:
Results follow in this order: GLD-1 TGE inh, pPAFAH inh, PME-1 primary, PAFAH1B2 inh, BCLXL inh, AHR act, MCL1 BIM primary, Fam108B counter, MEX-5 binding
- CCn1cc(C(=O)O)c(=O)c2cnc(N3CCN(C(=S)NC(=O)c4ccc(Br)cc4)CC3)nc21
 : 8, 1, -7, ., 0, 0, 2, -1, -2.0
- CC(C)(O)c1ccccc1CC[C@@H](SCC1(CC(=O)O)CC1)c1cccc(/C=C/c2ccc3ccc(Cl)cc3n2)c1
 : 6, 3, -48, -16, 2, 15, 6, -27, -0.4
- O=C(O)CCS(=O)(=O)c1cc(Br)cc2c1N(C(=O)C1CC1)CC2
 : 8, 6, 3, 3, 7, 1, 8, -1, -3.2
- CCOC(=O)Cn1c(CCC(=O)O)ccc1-c1ccc(F)cc1
 : 2, 8, 6, -5, 8, 1, 8, -3, 0.4

Other records
Results follow in this order: GLD-1 TGE inh, pPAFAH inh, PME-1 primary, PAFAH1B2 inh, BCLXL inh, AHR act, MCL1 BIM primary, Fam108B counter, MEX-5 binding
- COc1cc(NC(=O)C2=C(C)OCCS2)c(Cl)cc1C(=O)NCCN1CCN(C)CC1
 : 0, 6, 1, 4, 6, -5, 8, -1, -0.9
- C/C(=N\NC(=O)CC1N=C(Cc2ccccc2)NNC1=O)c1ccccc1 (stereo not given)
 : -2, 1, 3, -1, 3, 2, 9, 1, 0.0
- COc1ccc(N2C(=O)CCC(C(=O)N3CCCCCC3)C2c2ccc(OC)c(OC)c2)cc1 (stereo not given)
 : -5, 5, -7, 2, 4, 3, 6, 7, -2.6
- CCOC(=O)c1cnc2c(c(C)nn2CC)c1NCCN1CCOCC1
 : 4, 1, 2, 0, 2, 1, -3, 4, -0.2
- CCC(C)(C)NC(=O)C(c1ccc(C)cc1)N(Cc1ccco1)C(=O)Cn1nnc2ccccc21 (stereo not given)
 : -1, 10, 0, 1, -2, 0, 5, 5, 3.1
- CC(C)N(Cc1nccn1C)C(=O)c1cc(COc2ccc(-n3cncn3)cc2)on1
 : 6, 8, -3, 3, 5, 3, 9, 0, 0.5
- CN(C)c1nc(N)c(C(=O)N=C(N)N)nc1Cl
 : 10, 1, 5, 6, 5, 5, 11, 4, 0.1
- Nc1cc2nc3ccccc3oc-2cc1=O
 : 13, 36*, 22, 4, -6, 18, -18, 9, .
- Cc1cccc(NC(=S)NNC(=O)c2ccccc2Br)c1
 : 7, 1, -7, 3, 12, 7, 13, 6, -1.2
- Cc1ccc(NC(=O)c2ccc3nc(N4CCOCC4)sc3c2)c(Cl)c1
 : 6, 2, -14, 2, 2, -8, 7, -21, 0.2
- O=C(O)c1cc(O)ccc1NC(=O)c1cccc2ccccc12
 : 6, 7, 3, 2, 8, 4, 3, 2, 2.6
- COC(=O)c1sc(NC(=O)CSc2nc3nc(C)cc(C)n3n2)c(C(=O)OC)c1C
 : -5, 0, -4, 2, -2, 16, -5, -4, -0.7

A portion of the library; rates above refer to the full screens.
